TRPC4 PAM: allosterically enhances the mouse TRPC4 cation channel; hit rate 0.42% among 310,000; B-score at 10 µM; Q9QUQ5; HEK293 TRPC4beta/mu-opioid, DAMGO EC20, Fluo-4 Ca2+ flux; active compounds read high;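 active = B-score of calcium response area above 5 SD of library B-scores, with initial fluorescence ratio within 5 SD of library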;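 also: B-score of integrated fluorescence ratio over time as area under calcium response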
TRPC4 block: inhibitors of mouse TRPC4 channel. Q9QUQ5. B-score at 10 µM. HEK293 TRPC4beta/mu-opioid, DAMGO-evoked Fluo4 calcium flux; active compounds read low. hit rate 0.39% among 300,000. AID 2247;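 active = B-score over 3 SD under the library average, no early fluorescence shift, positive overall ratio signal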
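material = TRPC4beta/mu-opioid receptor HEK293 cell line | probe or stimulus = sequential submaximal and maximal DAMGO stimulation | compound dosing = one concentration per compound | measured by = Fluo4 Ca2+ flux fluorescence | evaluation = integrated fluorescence ratio relative to baseline, converted to per-well B score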
TRPC6 activator: mouse TRPC6 channel activation. Q61143. HEK293-TRPC6 membrane potential dye fluorescence; active compounds read high. B-score at 10 µM. hit rate 0.13% among 310,000;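 active = B-score of the integrated fluorescence ratio above library mean plus 3 SD, and starting fluorescence ratio within library mean plus 5 SD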;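 also: higher score means more depolarization so channel activation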
KLF5 inhibitor: kruppel-like factor 5 inhibition; DLD-1 KLF5 promoter-luciferase reporter, luminescence; inhibition, % at 5 µM; hit rate 0.23% among 290,000; AID 1700;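 active = inhibition above a per-plate limit of that plate's mean compound inhibition plus 3 SD, cut at about 60% in these data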;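 also: 0% = DMSO wells and 100% = LY294002 at 200 µM; higher means less KLF5 promoter-driven luciferase light; inactives centre near -14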
TRPC6 inh: blocks the mouse TRPC6 cation channel; Q61143; HEK293-TRPC6, membrane potential dye, ACh-evoked depolarization; active compounds read low; B-score at 10 µM; hit rate 1.1% among 310,000; AID 2553;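 active = B-score under library mean minus 3 SD, initial fluorescence not abnormally high, positive integrated signal ratio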;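 also: B-score derived from integrated fluorescence ratio over the kinetic read; more negative B-score means stronger inhibition of depolarization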
HIF activator: HIF pathway transcriptional activation; U2OS HRE-luciferase reporter, luminescence; normalized: DMSO 0%, desferrioxamine 100%; activation, % at 7.5 µM (by protocol); hit rate 0.32% among 300,000;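 active = mean activation of at least 10% of the iron chelator positive control signal, with at least half of replicates also reaching 10%; inconclusive = mean and replicate majority disagree about reaching 10%; inactive = mean and most replicates under 10%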
MrgX1 antagonist: blocks BAM8-22 activation of human MrgX1 receptor. Q96LB2. MRGX1-HEK293 calcium flux, Fluo-4, BAM8-22 antagonism; active compounds read low. B-score at 10 µM. hit rate 1.3% among 310,000;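 active = calcium-response B-score plate-corrected more than 3 library SD below zero, starting fluorescence within 5 deviations, no agonist response on first addition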;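 also: peak minus trough fluorescence over baseline after final BAM8-22 challenge near maximal dose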
Target sequence (Q96LB2 whole entry, looked up): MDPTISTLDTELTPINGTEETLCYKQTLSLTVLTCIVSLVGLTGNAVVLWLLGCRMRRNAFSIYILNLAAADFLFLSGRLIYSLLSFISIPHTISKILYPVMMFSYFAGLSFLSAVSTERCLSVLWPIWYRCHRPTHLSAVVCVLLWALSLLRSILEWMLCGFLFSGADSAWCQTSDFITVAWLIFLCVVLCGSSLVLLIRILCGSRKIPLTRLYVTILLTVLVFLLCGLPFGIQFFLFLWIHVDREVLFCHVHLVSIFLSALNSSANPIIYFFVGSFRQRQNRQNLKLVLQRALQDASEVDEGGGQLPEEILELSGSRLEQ
IEC-6 tox: kills IEC-6 intestinal cells in KLF5 counter-screen; IEC-6 cytotoxicity, luminescence viability; inhibition, % at 5 µM; hit rate 0.78% among 290,000; in the data active = inhibition above about 22%;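 also: 0% = plate median of test compound wells and 100% = cytotoxic reference compound wells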
aSyn UTR inh: MLPCN primary screen, SNCA 5' untranslated region. alpha-synuclein 5'UTR reporter, inhibitor activity. hit rate 0.82% among 300,000. inhibition, % (tested at 7.5 µM); in the data active = inhibition above about 60%; inconclusive = no clear call, values can overlap the other calls;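 also: H4 neuroglioblastoma cells stably carrying SNCA 5'UTR luciferase fusion; 0% = DMSO wells and 100% = positive control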
TRPC4 act: TRPC4 (mouse) channel activation. Q9QUQ5. HEK293 TRPC4beta/mu-opioid, Fluo4 calcium fluorescence; active compounds read high. B-score at 10 µM. hit rate 0.49% among 310,000. AID 2237;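 active = B-score above 5 SD of library B-scores, and initial fluorescence ratio not above library mean plus 5 SD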;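 also: positive B-score marks a calcium rise read as TRPC4 activation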
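System: HEK293 cells stably co-expressing mouse TRPC4beta and mu-opioid receptor; Schedule: Fluo4 dye loading 45 min at room temperature, 110 s recording; Detection: Fluo4 fluorescence, kinetic; Evaluation: B-scored integrated calcium fluorescence ratio; Controls: buffer (low) and maximal DAMGO (high).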
SKKanGAS inh: SKKanGAS growth inhibition. S. pyogenes SKKanGAS, kanamycin growth, BacTiter-Glo, 6 h. inhibition, % at 7.5 µM. hit rate 1.3% among 300,000. AID 1662;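 active = mean replicate score, as percent of positive control median, at least 50; inconclusive = mean below 50 but one replicate at or above 50; inactive = mean and every replicate below 50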;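 also: strain carries kanamycin resistance gene driven by streptokinase promoter and grows in 40 µg/ml kanamycin; loss of luminescence reflects streptokinase promoter inhibition or plain growth inhibition; 0% = median of DMSO wells and 100% = positive control at its reference dose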
* hit, by the source's call. Not a hit list. About 5.8% of those tested had a hit in this group.

Cc1nn(CCOc2ccccc2)c(=O)n1-c1ccccc1 was read as TRPC4 PAM inactive, TRPC4 block inactive, TRPC6 activator inactive, KLF5 inhibitor -33, TRPC6 inh inactive, HIF activator 0.7, MrgX1 antagonist inactive, IEC-6 tox 6, aSyn UTR inh -48, TRPC4 act inactive and SKKanGAS inh 0.
CCCCn1c(N)c(N(CCOC)C(=O)c2cnc(C)cn2)c(=O)[nH]c1=O was read as TRPC4 PAM inactive, TRPC4 block inactive, TRPC6 activator inactive, TRPC6 inh inactive, HIF activator -1.5, MrgX1 antagonist inactive, aSyn UTR inh 6, TRPC4 act inactive and SKKanGAS inh -1.
Screening Nc1c(C(=O)c2ccc(Cl)cc2)sc2c1c(=O)[nH]c(=O)n2-c1ccccc1 returned TRPC4 PAM inactive, TRPC4 block inactive, TRPC6 activator inactive, KLF5 inhibitor -5, TRPC6 inh inactive, HIF activator -0.3, MrgX1 antagonist inactive, IEC-6 tox -4, aSyn UTR inh 36, TRPC4 act inactive and SKKanGAS inh 7.
For Cc1ccc(NC(=O)C2CCN(S(=O)(=O)c3cccc(C(F)(F)F)c3)CC2)nc1 the results were TRPC4 PAM inactive, TRPC4 block inactive, TRPC6 activator inactive, TRPC6 inh inactive, HIF activator 0.3, MrgX1 antagonist inactive, aSyn UTR inh -7, TRPC4 act inactive and SKKanGAS inh -3.
For CCC(c1nnnn1CS(=O)(=O)c1ccc(C)cc1)N1CCC(C(N)=O)CC1 (stereo unspecified) the results were TRPC4 PAM inactive, TRPC4 block inactive, TRPC6 activator inactive, KLF5 inhibitor -11, TRPC6 inh inactive, HIF activator -0.7, MrgX1 antagonist inactive, IEC-6 tox 2, aSyn UTR inh 13, TRPC4 act inactive and SKKanGAS inh 0.
For Cc1cccc(NC(=O)CCNS(=O)(=O)c2cccc3nonc23)c1C the results were TRPC4 PAM inactive, TRPC4 block inactive, TRPC6 activator inactive, KLF5 inhibitor 7, TRPC6 inh inactive, HIF activator -0.4, MrgX1 antagonist inactive, IEC-6 tox -9, aSyn UTR inh 9, TRPC4 act inactive and SKKanGAS inh -1.
Screening COc1ccc2c(c1)c(C(=O)N/N=C/c1ccc(O)c(O)c1)c(C)n2C returned TRPC4 PAM inactive, TRPC4 block inactive, TRPC6 activator inactive, KLF5 inhibitor 22, TRPC6 inh inactive, HIF activator 0.0, MrgX1 antagonist inactive, IEC-6 tox 9, aSyn UTR inh -8, TRPC4 act inactive and SKKanGAS inh -4.
Cc1ccc(NC(=O)COc2coc(CN3CCN(c4ccccc4)CC3)cc2=O)cc1 was read as TRPC4 PAM inactive, TRPC4 block inactive, TRPC6 activator inactive, TRPC6 inh inactive, HIF activator -0.5, MrgX1 antagonist inactive, aSyn UTR inh 2, TRPC4 act inactive and SKKanGAS inh -6.
For Cc1cc(NS(=O)(=O)c2ccc(NC(=S)NC(=O)c3ccc(Cl)cc3Cl)cc2)no1 the results were TRPC4 PAM inactive, TRPC4 block inactive, TRPC6 activator inactive, KLF5 inhibitor -6, TRPC6 inh inactive, HIF activator -0.5, MrgX1 antagonist inactive, IEC-6 tox -7, aSyn UTR inh 11, TRPC4 act inactive and SKKanGAS inh 9.
For CC(=O)c1ccccc1OCCCOc1cccc2cccnc12 the results were TRPC4 PAM inactive, TRPC4 block inactive, TRPC6 activator inactive, KLF5 inhibitor -43, TRPC6 inh inactive, HIF activator 1.5, MrgX1 antagonist inactive, IEC-6 tox -2, aSyn UTR inh -20, TRPC4 act inactive and SKKanGAS inh -3.
Screening Cn1c(=O)c2c(-c3ccccc3)n3c4ccccc4ncc3c2n(C)c1=O returned TRPC4 PAM inactive, TRPC4 block inactive, TRPC6 activator inactive, KLF5 inhibitor -27, TRPC6 inh inactive, HIF activator -2.7, MrgX1 antagonist inactive, IEC-6 tox -1, aSyn UTR inh 7, TRPC4 act inactive and SKKanGAS inh 1.
For CCc1ccccc1NS(=O)(=O)c1cc(C)ccc1OC the results were TRPC4 PAM inactive, TRPC4 block inactive, TRPC6 activator inactive, KLF5 inhibitor -3, TRPC6 inh inactive, HIF activator -0.4, MrgX1 antagonist inactive, IEC-6 tox 8, aSyn UTR inh -8, TRPC4 act inactive and SKKanGAS inh 1.
Cc1ccc(NC(=O)Nn2cnnc2)c(C)c1 was read as TRPC4 PAM inactive, TRPC4 block inactive, TRPC6 activator inactive, KLF5 inhibitor -28, TRPC6 inh inactive, HIF activator -0.5, MrgX1 antagonist inactive, IEC-6 tox 4, aSyn UTR inh -13, TRPC4 act inactive and SKKanGAS inh -5.
CCC1CCCCN1CC(O)Cn1c2ccccc2n2c(=O)cc(C)c(C#N)c12 (stereo unspecified) was read as TRPC4 PAM inactive, TRPC4 block inactive, TRPC6 activator inactive, KLF5 inhibitor -7, TRPC6 inh -7.8*, HIF activator -0.2, MrgX1 antagonist inactive, IEC-6 tox 2, aSyn UTR inh -64, TRPC4 act inactive and SKKanGAS inh 16.
`CCC(C)(C)n1nnnc1C(c1ccncc1)N1CCN(c2cccc(OC)c2)CC1` (stereo unspecified) gave TRPC4 PAM inactive, TRPC4 block inactive, TRPC6 activator inactive, KLF5 inhibitor -13, TRPC6 inh inactive, HIF activator -0.6, MrgX1 antagonist inactive, IEC-6 tox -4, aSyn UTR inh 2, TRPC4 act inactive and SKKanGAS inh -4.
Screening CCN(CC(=O)Nc1ccc(NC(C)=O)cc1)C(=O)/C=C/c1cn(Cc2ccccc2)nc1-c1cccnc1 returned TRPC4 PAM inactive, TRPC4 block inactive, TRPC6 activator inactive, TRPC6 inh inactive, HIF activator -0.2, MrgX1 antagonist inactive, aSyn UTR inh -5, TRPC4 act inactive and SKKanGAS inh 25.
CCNC(C(=O)c1c[nH]c2c(CC)cccc12)c1ccccc1 (stereo unspecified) was read as TRPC4 PAM inactive, TRPC4 block inactive, TRPC6 activator inactive, KLF5 inhibitor -35, TRPC6 inh inactive, HIF activator -0.7, MrgX1 antagonist inactive, IEC-6 tox 2, aSyn UTR inh -26, TRPC4 act inactive and SKKanGAS inh -3.
Screening CCCCn1c(N)c(N(CC(C)C)C(=O)CCNC(=O)c2ccc(Cl)cc2)c(=O)[nH]c1=O returned TRPC4 PAM inactive, TRPC4 block inactive, TRPC6 activator inactive, TRPC6 inh inactive, HIF activator 1.2, MrgX1 antagonist inactive, aSyn UTR inh 12, TRPC4 act inactive and SKKanGAS inh -4.
Screening Cc1ccc(-c2nc(CS(=O)(=O)CC(=O)NC3CCCCC3C)c(C)o2)cc1 (stereo unspecified) returned TRPC4 PAM inactive, TRPC4 block inactive, TRPC6 activator inactive, KLF5 inhibitor 27, TRPC6 inh inactive, HIF activator 0.2, MrgX1 antagonist inactive, IEC-6 tox 7, aSyn UTR inh -5, TRPC4 act inactive and SKKanGAS inh -7.
For CCn1c(C)nc2c(C)[n+](CC(=O)c3ccc(Br)cc3)ccc21 the results were TRPC4 PAM inactive, TRPC4 block inactive, TRPC6 activator inactive, KLF5 inhibitor -41, TRPC6 inh inactive, HIF activator 0.6, MrgX1 antagonist inactive, IEC-6 tox 4, aSyn UTR inh -106, TRPC4 act inactive and SKKanGAS inh -5.
Cc1ccc(-n2nc3c(=O)n(C(C)C(=O)NC4CC4)nc(C)c3c2C)cc1 (stereo unspecified) was read as TRPC4 PAM inactive, TRPC4 block inactive, TRPC6 activator inactive, KLF5 inhibitor -28, TRPC6 inh inactive, HIF activator -0.5, MrgX1 antagonist inactive, IEC-6 tox -4, aSyn UTR inh 22, TRPC4 act inactive and SKKanGAS inh -2.
`CC(C)c1ccc(NC(=O)Nc2cnccn2)cc1` gave TRPC4 PAM inactive, TRPC4 block inactive, TRPC6 activator inactive, KLF5 inhibitor -82, TRPC6 inh inactive, HIF activator 7.2, MrgX1 antagonist inactive, IEC-6 tox 42*, aSyn UTR inh -212, TRPC4 act inactive and SKKanGAS inh 2.
Screening O=C(C[n+]1ccc(C(=O)N/N=C/c2ccc(OCc3ccccc3)cc2)cc1)c1ccccc1 returned TRPC4 PAM inactive, TRPC4 block inactive, TRPC6 activator inactive, KLF5 inhibitor -18, TRPC6 inh inactive, HIF activator 1.9, MrgX1 antagonist inactive, IEC-6 tox 4, aSyn UTR inh -138, TRPC4 act inactive and SKKanGAS inh 1.
CCOc1ccc(-c2nn(-c3ccccc3)cc2/C=C2\SC(N)=NC2=O)cc1C was read as TRPC4 PAM inactive, TRPC4 block inactive, TRPC6 activator inactive, KLF5 inhibitor -12, TRPC6 inh inactive, HIF activator 0.3, MrgX1 antagonist inactive, IEC-6 tox 3, aSyn UTR inh -32, TRPC4 act inactive and SKKanGAS inh 10.
Cc1cc2c(cc1C)NC(c1ccccn1)C1=C(CC(C)(C)CC1=O)N2 (stereo unspecified) was read as TRPC4 PAM inactive, TRPC4 block inactive, TRPC6 activator inactive, KLF5 inhibitor 3, TRPC6 inh inactive, HIF activator 1.0, MrgX1 antagonist inactive, IEC-6 tox -1, aSyn UTR inh -36, TRPC4 act inactive and SKKanGAS inh 3.
Screening O=C(CSc1ccc(-c2ccc(Cl)cc2)nn1)NC1CCCC1 returned TRPC4 PAM inactive, TRPC4 block inactive, TRPC6 activator inactive, KLF5 inhibitor -21, TRPC6 inh inactive, HIF activator 0.3, MrgX1 antagonist inactive, IEC-6 tox -2, aSyn UTR inh -9, TRPC4 act inactive and SKKanGAS inh inconclusive.
`Cc1cc(C)c(NC(=O)/C(C#N)=C/c2ccc(OCc3ccc(F)cc3)cc2)c(C)c1` gave TRPC4 PAM inactive, TRPC4 block inactive, TRPC6 activator inactive, KLF5 inhibitor -16, TRPC6 inh inactive, HIF activator 0.6, MrgX1 antagonist inactive, IEC-6 tox -3, aSyn UTR inh -58, TRPC4 act inactive and SKKanGAS inh 3.
COCCNc1nnc(SCC(=O)Nc2nnc(-c3ccccc3)o2)s1 was read as TRPC4 PAM inactive, TRPC4 block inactive, TRPC6 activator inactive, TRPC6 inh inactive, HIF activator 0.3, MrgX1 antagonist inactive, aSyn UTR inh 7, TRPC4 act inactive and SKKanGAS inh -2.
Screening O=C(Nc1cccc(NC(=O)c2ccccc2Cl)c1)c1ccc(F)cc1 returned TRPC4 PAM inactive, TRPC4 block inactive, TRPC6 activator inactive, KLF5 inhibitor -36, TRPC6 inh inactive, HIF activator 0.7, MrgX1 antagonist inactive, IEC-6 tox 5, aSyn UTR inh -1, TRPC4 act inactive and SKKanGAS inh 0.
